AMPAR-TARP mod: modulates AMPAR-stargazin complexes; calls only at 30 µM; HEK293 GluA2+stargazin, membrane potential dye (FDSS), glutamate EC50; hits were called plate by plate, in both directions; actives 3.5% (n = 40,000); O88602+P19491;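 active = any of four per-well response measures lying three or more SD from its plate-wide compound average, in either direction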
Target sequence (O88602 whole entry, looked up): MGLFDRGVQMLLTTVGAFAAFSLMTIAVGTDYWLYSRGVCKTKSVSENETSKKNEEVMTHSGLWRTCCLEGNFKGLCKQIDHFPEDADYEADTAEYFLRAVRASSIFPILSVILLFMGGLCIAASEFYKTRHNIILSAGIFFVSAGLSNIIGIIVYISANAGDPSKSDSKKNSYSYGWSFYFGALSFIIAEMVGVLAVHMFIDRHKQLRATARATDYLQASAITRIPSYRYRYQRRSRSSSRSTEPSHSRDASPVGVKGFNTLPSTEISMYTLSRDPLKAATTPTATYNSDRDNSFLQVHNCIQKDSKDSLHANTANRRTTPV
Target sequence (P19491 whole entry, looked up): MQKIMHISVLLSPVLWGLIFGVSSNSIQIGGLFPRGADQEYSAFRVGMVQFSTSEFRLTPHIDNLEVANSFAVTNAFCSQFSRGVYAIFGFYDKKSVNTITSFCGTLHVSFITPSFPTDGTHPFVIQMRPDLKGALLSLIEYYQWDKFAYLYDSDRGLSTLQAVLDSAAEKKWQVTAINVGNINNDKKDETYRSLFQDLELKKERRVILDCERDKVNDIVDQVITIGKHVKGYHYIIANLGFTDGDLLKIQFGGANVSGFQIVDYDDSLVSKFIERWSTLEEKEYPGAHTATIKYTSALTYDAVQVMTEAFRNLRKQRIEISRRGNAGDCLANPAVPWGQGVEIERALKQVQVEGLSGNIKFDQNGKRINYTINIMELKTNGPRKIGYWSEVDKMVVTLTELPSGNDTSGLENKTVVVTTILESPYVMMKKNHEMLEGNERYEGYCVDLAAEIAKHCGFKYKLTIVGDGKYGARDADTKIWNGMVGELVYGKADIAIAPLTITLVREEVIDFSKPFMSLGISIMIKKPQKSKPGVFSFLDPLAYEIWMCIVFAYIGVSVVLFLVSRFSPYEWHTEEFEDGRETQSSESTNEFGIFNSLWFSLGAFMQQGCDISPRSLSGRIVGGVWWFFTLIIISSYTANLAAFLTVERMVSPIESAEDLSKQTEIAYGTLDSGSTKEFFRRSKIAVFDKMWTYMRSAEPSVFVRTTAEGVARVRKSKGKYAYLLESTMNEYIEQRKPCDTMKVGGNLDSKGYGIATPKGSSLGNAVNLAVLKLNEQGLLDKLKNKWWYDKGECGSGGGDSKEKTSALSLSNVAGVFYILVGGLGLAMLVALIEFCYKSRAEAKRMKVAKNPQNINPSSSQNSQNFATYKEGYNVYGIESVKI
AMPAR-TARP mod agonism max-min: second read-out of AMPAR-TARP mod, no call of its own (marks repeat the call); compound max-min signal; compound-alone response (agonism);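 unitless range of fluorescence divided by baseline over first 100 seconds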
AMPAR-TARP mod glutamate slope: second read-out of AMPAR-TARP mod, no call of its own (marks repeat the call); glutamate slope, % of max; measured here: glutamate response slope, % max;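 scaled per plate between vehicle wells and maximal 1 mM glutamate control wells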
* = called active by the depositor. This is a subset (hit frequency here may not be typical).

`COc1cc(OC)cc(C(=O)Nn2cnc3c(cnn3-c3ccccc3)c2=O)c1` gave AMPAR-TARP mod inactive, AMPAR-TARP mod agonism max-min 0.09 and AMPAR-TARP mod glutamate slope 64.
For CCOc1ccc(-n2nnnc2CN2CCN(C(=O)c3ccco3)CC2)cc1 the results were AMPAR-TARP mod inactive, AMPAR-TARP mod agonism max-min 0.083 and AMPAR-TARP mod glutamate slope 59.
O=c1c2nnn(Cc3ccc(F)cc3)c2ncn1Cc1ccc(C(F)(F)F)cc1 was read as AMPAR-TARP mod inactive, AMPAR-TARP mod agonism max-min 0.11 and AMPAR-TARP mod glutamate slope 55.
Screening COc1ccc(CCNC(=O)c2csc(NS(=O)(=O)c3ccccc3)n2)cc1 returned AMPAR-TARP mod inactive, AMPAR-TARP mod agonism max-min 0.096 and AMPAR-TARP mod glutamate slope 41.
Screening CCOc1ccc(C(=O)N2CCN(c3cc(OC)nc(OC)n3)CC2)cc1 returned AMPAR-TARP mod inactive, AMPAR-TARP mod agonism max-min 0.092 and AMPAR-TARP mod glutamate slope 55.
Screening COC(=O)c1c(NC(=O)c2ccn(C)n2)sc2ccccc12 returned AMPAR-TARP mod inactive, AMPAR-TARP mod agonism max-min 0.11 and AMPAR-TARP mod glutamate slope 39.
For Cc1ccsc1C(O)CNS(=O)(=O)c1c(C)noc1C (stereo not given) the results were AMPAR-TARP mod inactive, AMPAR-TARP mod agonism max-min 0.12 and AMPAR-TARP mod glutamate slope 51.
CS(=O)(=O)c1ccccc1NC(=O)c1ccc(Br)s1 was read as AMPAR-TARP mod inactive, AMPAR-TARP mod agonism max-min 0.1 and AMPAR-TARP mod glutamate slope 54.
Screening COc1ccc(S(=O)(=O)CCCC(=O)Nc2nc(-c3nc4ccccc4s3)cs2)cc1 returned AMPAR-TARP mod inactive, AMPAR-TARP mod agonism max-min 0.067 and AMPAR-TARP mod glutamate slope 54.
Screening Cc1ccccc1Nc1nc2c(c(=O)[nH]c(=O)n2C)n1CC(=O)O returned AMPAR-TARP mod inactive, AMPAR-TARP mod agonism max-min 0.053 and AMPAR-TARP mod glutamate slope 38.
Screening COc1ccc(C(=O)Oc2cc3oc(=O)cc(C)c3cc2Cl)cc1 returned AMPAR-TARP mod inactive, AMPAR-TARP mod agonism max-min 0.044 and AMPAR-TARP mod glutamate slope 51.
Screening CC(=O)N1CC(C(=O)Nc2cc3ccccc3oc2=O)C1 returned AMPAR-TARP mod inactive, AMPAR-TARP mod agonism max-min 0.059 and AMPAR-TARP mod glutamate slope 50.
COc1cc(NC(=O)Cn2ccn(-c3cc(C)cc(C)c3)c(=O)c2=O)cc(OC)c1 was read as AMPAR-TARP mod inactive, AMPAR-TARP mod agonism max-min 0.1 and AMPAR-TARP mod glutamate slope 48.
`COc1ccc(-c2ccc(=O)n(Cc3cc(C)ccc3C)n2)cc1` gave AMPAR-TARP mod active, AMPAR-TARP mod agonism max-min 0.077* and AMPAR-TARP mod glutamate slope 83*.
For CCN(CC)c1ccc(N2CCN(S(=O)(=O)c3cc(C)ccc3OC)CC2)nn1 the results were AMPAR-TARP mod inactive, AMPAR-TARP mod agonism max-min 0.095 and AMPAR-TARP mod glutamate slope 44.
Screening COc1ccc(OCC(O)CN2CCC(C)CC2)cc1 (stereo not given) returned AMPAR-TARP mod inactive, AMPAR-TARP mod agonism max-min 0.039 and AMPAR-TARP mod glutamate slope 42.
For COc1cn(CC(=O)Nc2cccc3ccccc23)c(CSc2nncn2C)cc1=O the results were AMPAR-TARP mod inactive, AMPAR-TARP mod agonism max-min 0.039 and AMPAR-TARP mod glutamate slope 60.
For CN(C)S(=O)(=O)c1ccc(C(=O)N2CCN(C(=O)c3cnn4ccccc34)CC2)cc1 the results were AMPAR-TARP mod inactive, AMPAR-TARP mod agonism max-min 0.095 and AMPAR-TARP mod glutamate slope 51.
COc1ccc(F)cc1S(=O)(=O)Nc1ccc(-n2nnn(CC(N)=O)c2=O)cc1 was read as AMPAR-TARP mod inactive, AMPAR-TARP mod agonism max-min 0.13 and AMPAR-TARP mod glutamate slope 58.
Screening Cc1cccc(NC(=O)N2CCN(c3cc(-n4ccnc4)ncn3)CC2)c1C returned AMPAR-TARP mod inactive, AMPAR-TARP mod agonism max-min 0.049 and AMPAR-TARP mod glutamate slope 67.

Structural class: those above with fluorine.
O=c1c2nnn(Cc3ccc(F)cc3)c2ncn1Cc1ccc(C(F)(F)F)cc1 was read as AMPAR-TARP mod inactive, AMPAR-TARP mod agonism max-min 0.11 and AMPAR-TARP mod glutamate slope 55.
COc1ccc(F)cc1S(=O)(=O)Nc1ccc(-n2nnn(CC(N)=O)c2=O)cc1 was read as AMPAR-TARP mod inactive, AMPAR-TARP mod agonism max-min 0.13 and AMPAR-TARP mod glutamate slope 58.

New compounds follow:
`COc1cc(NC(=O)COC(=O)CCCC2=NS(=O)(=O)c3ccccc3N2)cc(OC)c1` gave AMPAR-TARP mod inactive, AMPAR-TARP mod agonism max-min 0.032 and AMPAR-TARP mod glutamate slope 43.
`Cc1cc(NC(=O)c2ccc3c(c2)OCO3)n(C2CCS(=O)(=O)C2)n1` (stereo not given) gave AMPAR-TARP mod inactive, AMPAR-TARP mod agonism max-min 0.07 and AMPAR-TARP mod glutamate slope 44.
CCC(=O)c1ccc(OC(=O)c2ccc(OC)c(I)c2)cc1 was read as AMPAR-TARP mod inactive, AMPAR-TARP mod agonism max-min 0.038 and AMPAR-TARP mod glutamate slope 54.
For CCCNS(=O)(=O)c1cc(Cl)c(OCC)cc1Cl the results were AMPAR-TARP mod inactive, AMPAR-TARP mod agonism max-min 0.13 and AMPAR-TARP mod glutamate slope 62.
Screening CCCN1C(=O)NC2(CCN(S(=O)(=O)c3ccc(OC)c(OC)c3)CC2)C1=O returned AMPAR-TARP mod inactive, AMPAR-TARP mod agonism max-min 0.056 and AMPAR-TARP mod glutamate slope 32.
Screening CC(C)(C)c1ccc(C(=O)N2CCN(c3ccc(Nc4ccncc4)nn3)CC2)cc1 returned AMPAR-TARP mod inactive, AMPAR-TARP mod agonism max-min 0.22 and AMPAR-TARP mod glutamate slope 46.
O=C(COc1ccccc1)NCCOc1ccc(-c2cccs2)nn1 was read as AMPAR-TARP mod inactive, AMPAR-TARP mod agonism max-min 0.036 and AMPAR-TARP mod glutamate slope 66.
COc1ccc(CCNC(=O)Cn2cnc(C)cc2=O)cc1 was read as AMPAR-TARP mod inactive, AMPAR-TARP mod agonism max-min 0.078 and AMPAR-TARP mod glutamate slope 59.
Screening CC12CC3CC(C)(C1)CC(CN1CCOCC1)(C3)C2 returned AMPAR-TARP mod inactive, AMPAR-TARP mod agonism max-min 0.067 and AMPAR-TARP mod glutamate slope 60.
COc1cn(CC(=O)Nc2ccc(OC(F)(F)F)cc2)c(CSc2ccccc2)cc1=O was read as AMPAR-TARP mod inactive, AMPAR-TARP mod agonism max-min 0.1 and AMPAR-TARP mod glutamate slope 59.
Screening CCOc1ccc(-n2nnnc2CN2CCN(C(=O)c3cc4ccccc4o3)CC2)cc1 returned AMPAR-TARP mod inactive, AMPAR-TARP mod agonism max-min 0.052 and AMPAR-TARP mod glutamate slope 81.
Cc1ccc(C(CNC(=O)c2cccs2)N2CCOCC2)cc1 (stereo not given) was read as AMPAR-TARP mod inactive, AMPAR-TARP mod agonism max-min 0.021 and AMPAR-TARP mod glutamate slope 39.
Screening O=C(c1c(F)cccc1Cl)N1CCN(c2ncnc3c2nnn3-c2ccc(F)cc2)CC1 returned AMPAR-TARP mod inactive, AMPAR-TARP mod agonism max-min 0.065 and AMPAR-TARP mod glutamate slope 56.
For COc1ccc(CCS(=O)(=O)NCC(O)(c2ccco2)C2CC2)cc1 (stereo not given) the results were AMPAR-TARP mod inactive, AMPAR-TARP mod agonism max-min 0.12 and AMPAR-TARP mod glutamate slope 67.
For Cc1ccc(-c2noc(Cn3c(=O)n(Cc4ccc5c(c4)OCO5)c(=O)c4sccc43)n2)cc1C the results were AMPAR-TARP mod inactive, AMPAR-TARP mod agonism max-min 0.031 and AMPAR-TARP mod glutamate slope 52.
For O=C(NCC1CCN(C(=O)Nc2ccc(F)cc2)CC1)c1cnc2ccccc2n1 the results were AMPAR-TARP mod inactive, AMPAR-TARP mod agonism max-min 0.066 and AMPAR-TARP mod glutamate slope 60.
`O=C(NCC1(O)CCc2ccccc21)Nc1ccccc1Cl` (stereo not given) gave AMPAR-TARP mod inactive, AMPAR-TARP mod agonism max-min 0.098 and AMPAR-TARP mod glutamate slope 55.
`COc1cccc(COc2coc(C(=O)Nc3nc4ccc(Cl)cc4s3)cc2=O)c1` gave AMPAR-TARP mod inactive, AMPAR-TARP mod agonism max-min 0.14 and AMPAR-TARP mod glutamate slope 54.
For CN(C)S(=O)(=O)c1ccc(C(=O)NCCc2csc3nc(-c4cccc(F)c4)nn23)cc1 the results were AMPAR-TARP mod inactive, AMPAR-TARP mod agonism max-min 0.16 and AMPAR-TARP mod glutamate slope 59.
Screening Cn1nc(C(=O)NCCn2nc(-c3ccccn3)n(C)c2=O)ccc1=O returned AMPAR-TARP mod inactive, AMPAR-TARP mod agonism max-min 0.15 and AMPAR-TARP mod glutamate slope 50.
`Cn1cc(NC(=O)Nc2ccccc2)c2ccccc21` gave AMPAR-TARP mod inactive, AMPAR-TARP mod agonism max-min 0.11 and AMPAR-TARP mod glutamate slope 63.
Cc1cc(S(=O)(=O)NCC(c2ccsc2)N2CCOCC2)ccc1F (stereo not given) was read as AMPAR-TARP mod inactive, AMPAR-TARP mod agonism max-min 0.07 and AMPAR-TARP mod glutamate slope 48.
`Cc1ccc(-n2ncc3c(=O)n(NC(=O)c4ccc5ccccc5c4)cnc32)cc1` gave AMPAR-TARP mod inactive, AMPAR-TARP mod agonism max-min 0.077 and AMPAR-TARP mod glutamate slope 78.
For Cc1cccc(N2CCN(S(=O)(=O)N3CCCCCC3)CC2)c1C the results were AMPAR-TARP mod inactive, AMPAR-TARP mod agonism max-min 0.031 and AMPAR-TARP mod glutamate slope 61.
COc1ccc(-n2nnc3c(N4CCN(C(=O)c5cc(Cl)ccc5OC)CC4)ncnc32)cc1 was read as AMPAR-TARP mod inactive, AMPAR-TARP mod agonism max-min 0.17 and AMPAR-TARP mod glutamate slope 59.
Screening COc1cccc(C(=O)Nc2ccc(-c3nnc(C)o3)cc2)c1 returned AMPAR-TARP mod inactive, AMPAR-TARP mod agonism max-min 0.1 and AMPAR-TARP mod glutamate slope 44.
Cc1ccccc1-n1nnnc1SCCC(=O)Nc1nccs1 was read as AMPAR-TARP mod inactive, AMPAR-TARP mod agonism max-min 0.098 and AMPAR-TARP mod glutamate slope 62.
Screening CC(=O)Nc1ccc(S(=O)(=O)N2CCN(CC(O)COc3ccc4ccccc4c3)CC2)cc1 (stereo not given) returned AMPAR-TARP mod inactive, AMPAR-TARP mod agonism max-min 0.16 and AMPAR-TARP mod glutamate slope 59.
For Cc1ccc(S(=O)(=O)N(CC(O)COc2ccccc2)c2ccc(F)cc2)cc1 (stereo not given) the results were AMPAR-TARP mod inactive, AMPAR-TARP mod agonism max-min 0.12 and AMPAR-TARP mod glutamate slope 58.
`O=C(CCS(=O)(=O)c1ccccc1)NCCC(O)c1cccs1` (stereo not given) gave AMPAR-TARP mod inactive, AMPAR-TARP mod agonism max-min 0.077 and AMPAR-TARP mod glutamate slope 64.
COc1ccc(S(=O)(=O)N2CCC(C(N)=O)CC2)c(C)c1C was read as AMPAR-TARP mod inactive, AMPAR-TARP mod agonism max-min 0.078 and AMPAR-TARP mod glutamate slope 53.
`CCn1nnc2c(N3CCN(C(=O)c4ccco4)CC3)ncnc21` gave AMPAR-TARP mod inactive, AMPAR-TARP mod agonism max-min 0.12 and AMPAR-TARP mod glutamate slope 64.
Cc1ccc(-c2nn(CCC(=O)N3CCN(c4ccccc4)CC3)c(=O)c3ccccc23)cc1 was read as AMPAR-TARP mod inactive, AMPAR-TARP mod agonism max-min 0.032 and AMPAR-TARP mod glutamate slope 51.
`CCOC(=O)N1CCc2c(sc(NC(=O)c3ccccc3F)c2-c2nc3ccccc3s2)C1` gave AMPAR-TARP mod inactive, AMPAR-TARP mod agonism max-min 0.1 and AMPAR-TARP mod glutamate slope 69.
`O=C(c1nc2ccccc2s1)N1CCC(COCc2ccccc2)CC1` gave AMPAR-TARP mod inactive, AMPAR-TARP mod agonism max-min 0.085 and AMPAR-TARP mod glutamate slope 54.
Screening COc1cccc(-c2cc(CC(=O)Nc3cccc(NC(C)=O)c3)no2)c1 returned AMPAR-TARP mod inactive, AMPAR-TARP mod agonism max-min 0.055 and AMPAR-TARP mod glutamate slope 33.

Random excerpt: 7 entries already listed, in no set order.
COc1ccc(-n2nnc3c(N4CCN(C(=O)c5cc(Cl)ccc5OC)CC4)ncnc32)cc1 was read as AMPAR-TARP mod inactive, AMPAR-TARP mod agonism max-min 0.17 and AMPAR-TARP mod glutamate slope 59.
Screening CC(C)(C)c1ccc(C(=O)N2CCN(c3ccc(Nc4ccncc4)nn3)CC2)cc1 returned AMPAR-TARP mod inactive, AMPAR-TARP mod agonism max-min 0.22 and AMPAR-TARP mod glutamate slope 46.
`Cc1ccc(-n2ncc3c(=O)n(NC(=O)c4ccc5ccccc5c4)cnc32)cc1` gave AMPAR-TARP mod inactive, AMPAR-TARP mod agonism max-min 0.077 and AMPAR-TARP mod glutamate slope 78.
For CN(C)S(=O)(=O)c1ccc(C(=O)N2CCN(C(=O)c3cnn4ccccc34)CC2)cc1 the results were AMPAR-TARP mod inactive, AMPAR-TARP mod agonism max-min 0.095 and AMPAR-TARP mod glutamate slope 51.
COc1ccc(CCNC(=O)Cn2cnc(C)cc2=O)cc1 was read as AMPAR-TARP mod inactive, AMPAR-TARP mod agonism max-min 0.078 and AMPAR-TARP mod glutamate slope 59.
Screening CCCN1C(=O)NC2(CCN(S(=O)(=O)c3ccc(OC)c(OC)c3)CC2)C1=O returned AMPAR-TARP mod inactive, AMPAR-TARP mod agonism max-min 0.056 and AMPAR-TARP mod glutamate slope 32.
`COc1cc(NC(=O)COC(=O)CCCC2=NS(=O)(=O)c3ccccc3N2)cc(OC)c1` gave AMPAR-TARP mod inactive, AMPAR-TARP mod agonism max-min 0.032 and AMPAR-TARP mod glutamate slope 43.

Screening data from PubChem BioAssay.
